12-LOX inh – ALOX12 (human) lipoxygenase inhibition; Potency, µM (highest dose often 108 µM), for inactives: at the highest dose activity change, negative = inhibition, usual class: inhibitors; AID 1671190; 580,000 compounds, 1.1% hits; purified 12hLO, xylenol orange hydroperoxide absorbance; active = well fitted inhibition curve with a large enough effect; inconclusive = small, poorly fitted or top-dose-only effect, or another doubt; inactive = no such curve, though single readings can be large or run the other way
Target sequence (P18054 whole entry, looked up): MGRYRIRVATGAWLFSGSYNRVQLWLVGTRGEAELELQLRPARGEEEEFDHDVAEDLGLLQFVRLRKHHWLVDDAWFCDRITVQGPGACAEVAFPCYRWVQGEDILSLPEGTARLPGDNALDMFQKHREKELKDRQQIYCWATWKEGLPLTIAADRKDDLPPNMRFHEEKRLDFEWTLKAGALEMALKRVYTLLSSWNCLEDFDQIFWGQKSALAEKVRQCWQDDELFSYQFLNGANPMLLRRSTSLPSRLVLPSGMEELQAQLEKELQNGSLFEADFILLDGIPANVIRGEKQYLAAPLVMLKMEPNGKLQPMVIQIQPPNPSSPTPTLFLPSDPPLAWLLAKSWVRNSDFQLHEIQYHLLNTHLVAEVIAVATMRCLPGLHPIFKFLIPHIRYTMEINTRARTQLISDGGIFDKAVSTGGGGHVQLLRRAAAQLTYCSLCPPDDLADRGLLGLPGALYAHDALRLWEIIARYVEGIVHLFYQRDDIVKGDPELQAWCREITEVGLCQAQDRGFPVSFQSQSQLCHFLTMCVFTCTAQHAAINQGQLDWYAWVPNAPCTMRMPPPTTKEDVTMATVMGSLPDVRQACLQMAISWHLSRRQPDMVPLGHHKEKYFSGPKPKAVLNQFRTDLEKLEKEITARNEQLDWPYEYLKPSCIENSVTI
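Hydroperoxide product was detected by ferrous iron/xylenol orange as the 573 to 405 nm absorbance ratio. Arachidonic acid at 40 uM (final) was turned over for 30 min at room temperature by 150 nM human 12hLO, pH 7.0 Hepes buffer, after 15 min compound preincubation.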
* marks the source's active call; other numbers are inactive results; u = inconclusive; & = joins results of further samples; [ ] = another dose, or the depositor's remark. % is scaled to controls: 0 for no effect and ±100 for the full control effect; potency is read from the fitted curve at half-maximal effect. An excerpt, so the mix of outcomes need not match the whole.

SMILES	12-LOX inh
Cc1noc([C@H]2CCN(S(=O)(=O)c3c(C)noc3C)C[C@H]2NC(=O)C2CC2)n1	-4%
N#Cc1ccccc1CN1CCNc2nc(CNCc3cnccn3)n(Cc3ccccc3)c2C1=O	107%[activator]
O=C1CC(c2ccccc2)NCCCCCCN1 (stereo unspecified)	30%
COc1ccc(OC(=O)N2CCC(Oc3ccc4c(cnn4CCC(=O)O)c3)CC2)cc1	u
Cc1ccc(C2=NC3(CCN(C(=O)c4cccc(C)c4)CC3)ON2)cc1	-7%
CC1=C[C@@H](CNC(=O)c2cccnc2)[C@H](C(C)C)C[C@H]1CC(=O)NC1CCCC1	1%[176 µM]
CN(C)c1ccc(CN2CCn3c(nnc3-c3ccccc3)C2)cc1	2%[6.33 µM]
O=C1CCN(S(=O)(=O)c2cccc3cccnc23)CCCC(CO)CCN1 (stereo unspecified)	6%
COCCN1C(=O)CCc2cc(NC(=O)COC)ccc21	25%
COc1ccc(OC2CN([S+](=O)([O-])c3cccs3)C2)cc1	9%[6.33 µM]

Laid out differently: results already given
canonical_smiles | 12-LOX inh
N#Cc1ccccc1CN1CCNc2nc(CNCc3cnccn3)n(Cc3ccccc3)c2C1=O | 107%[activator]
CC1=C[C@@H](CNC(=O)c2cccnc2)[C@H](C(C)C)C[C@H]1CC(=O)NC1CCCC1 | 1%[176 µM]
COCCN1C(=O)CCc2cc(NC(=O)COC)ccc21 | 25%
O=C1CC(c2ccccc2)NCCCCCCN1 (stereo unspecified) | 30%
COc1ccc(OC(=O)N2CCC(Oc3ccc4c(cnn4CCC(=O)O)c3)CC2)cc1 | u

(next part)
SMILES	12-LOX inh
COc1ccccc1CC(=O)N1CCCc2ncc(C(=O)Nc3cccc(F)c3)cc21	62%[activator][176 µM]
COCCNC(=O)[C@@H]1C[C@@H](O)CN1C1CCN(C(=O)C(C)C)CC1	52%[activator]
Cc1cc(C(=O)NCC2Cn3cccc3C(=O)N2CC(C)C)nn1C (stereo unspecified)	33%[activator]
CN1CCCCCCN(S(=O)(=O)c2cccc(F)c2)CCC1=O	24%
CCC(C)NC(=O)N1CCC(CCOC)(NS(C)(=O)=O)CC1 (stereo unspecified)	2%
CC(=O)N1CCN(c2nc3c(s2)CC(C(=O)NCc2cc(F)cc(F)c2)CC3)CC1 (stereo unspecified)	14%
COc1ccc(-c2noc(CC3CCN(C(=O)c4cc(OC)cc(OC)c4)CC3)n2)cc1	31%
CCN(CC1CCCN(CCc2cccc(OC)c2)C1)C(=O)CN1CCCC1=O (stereo unspecified)	16%
Cc1ccc2nc(CN(C)C(=O)[C@H](CCc3ccccc3)NC(=O)[C@H]3O[C@@H](n4cnc5c(N)ncnc54)[C@H](O)[C@@H]3O)[nH]c2c1	-7%
NCC1CCCN(Cc2cccc(-c3nc(-c4cccnc4)cc(=O)[nH]3)c2)C1 (stereo unspecified)	-10%
CCC(=O)N1Cc2ccccc2CC2(CCN(CC3CCNC3)C2)C1 (stereo unspecified)	-11%[6.33 µM]
Cc1noc(C)c1S(=O)(=O)N1CCC2(CC1)C(=O)NN=C2C1CC1	30%
COc1ccc(CNC(=O)C2CCc3sc(C(=O)N(C)C)cc3C2)cc1 (stereo unspecified)	37%[activator]
O=C(Cc1cccn1-c1cccc(Cl)c1)NCCCN1CCCC1	23%
COc1ccc(-c2[nH]nc3ncc(-c4cn[nH]c4)nc23)cc1F	12%[176 µM]
CCOC(=O)N(C)[C@H]1C[C@H]2c3[nH]c4c(-c5cccc(C)c5)cccc4c3CCN2C[C@H]1[C@H](C)O	46%[activator]
N[C@@H](CO)c1nc(C2CCOCC2)nn1-c1ccccc1F	37%[activator]
C[C@H]1[C@@H](c2ccccc2)Oc2ccc(Cl)cc2S(=O)(=O)N1Cc1cccc(Cl)c1	73%[activator]
O=C1CCC2(CCCO2)CCN1Cc1cccc(F)c1F (stereo unspecified)	1%
CC(C)Cn1ccc2c(NC(=O)CC[C@H]3NC(=O)c4ccccc4NC3=O)cccc21	u

Individual results from the list:
`CCOC(=O)N(C)[C@H]1C[C@H]2c3[nH]c4c(-c5cccc(C)c5)cccc4c3CCN2C[C@H]1[C@H](C)O` in 12-LOX inh shows 46%[activator]
`CCC(=O)N1Cc2ccccc2CC2(CCN(CC3CCNC3)C2)C1` (stereo unspecified) in 12-LOX inh shows -11%[6.33 µM]
`O=C1CCC2(CCCO2)CCN1Cc1cccc(F)c1F` (stereo unspecified) in 12-LOX inh shows 1%

Other entries:
SMILES	12-LOX inh
COCC(=O)NC1CCc2nnc(C3CC3)n2CC1 (stereo unspecified)	64%[activator]
O=C(NCc1cccc(F)c1)c1cnc2c(c1)N(C(=O)CCc1ccccc1)CCC2	9%[176 µM]
O=c1[nH]c(C2CCN(Cc3cccc4ccccc34)CC2)nn1Cc1ccccc1	14%
CCn1ncc(CN2CCC3(CCC3OC)CC2)c1C (stereo unspecified)	36%[activator]
O=C(c1cccs1)N1CCC(OCC2CC2)C1 (stereo unspecified)	8%
CC(C)(Oc1nn(Cc2cccc(Cl)c2)c2ccccc12)C(=O)NCc1cnccn1	7%[176 µM]
CC(C)CCCC(=O)O	-4%[176 µM]
COc1ccc(C(=O)N2CCC(N3C(=O)CCC3C(=O)NC(C)C)CC2)cc1OC (stereo unspecified)	39%[activator]
CC1CCN([C@@H]2[C@H](O)[C@H](CO)O[C@@H]2CNC(=O)c2ccc(F)c(Cl)c2)CC1	8%
COc1ccc(CN2CCCC3(C2)C(=NC2CCCCC2)NC(=O)N3c2cccc(OC)c2)cc1 (stereo unspecified)	u
CCCc1nc(C(=O)N(C)Cc2cnn(-c3ccccc3C)c2)cs1	30%[activator]
CN(C)Cc1cc(C[C@@H]2C[C@H](NC(=O)CC(C)(C)C)C2(C)C)no1	39%[activator][176 µM]
CCN1CCC2(CCC1=O)CN(C(=O)CCCc1cccs1)CCN2C (stereo unspecified)	18%
O=C(C1CCCN1c1nc2ncccc2o1)N1CCOCC1 (stereo unspecified)	27%[176 µM]
OC[C@@H]1O[C@H](CNC2CCOCC2)[C@H](N2CCOCC2)[C@@H]1O	82%[activator][176 µM]
COc1cccc2c1OCC(CNC(=O)CN1CCCCCC1=O)C2 (stereo unspecified)	31%[activator]
O=C(CCC1CCN(S(=O)(=O)c2ccccc2F)CC1)NCc1ccncc1	40%[activator]
COc1ccccc1-c1nnc([C@H]2CCN(C(=O)c3ccccc3)C2)o1	16%[176 µM]
O=C(Nc1ccc2c(c1)OCO2)C1CN(S(=O)(=O)c2cccnc2)CC12CCCCC2 (stereo unspecified)	u
O=C(c1ccccc1C(F)(F)F)N1CCc2c(nc3cc[nH]n3c2=O)C1	40%[activator]

An excerpt of these results, in markdown:
| smiles | 12-LOX inh |
| --- | --- |
| O=C(CCC1CCN(S(=O)(=O)c2ccccc2F)CC1)NCc1ccncc1 | 40%[activator] |
| Cc1noc(C)c1S(=O)(=O)N1CCC2(CC1)C(=O)NN=C2C1CC1 | 30% |
| CC(C)(Oc1nn(Cc2cccc(Cl)c2)c2ccccc12)C(=O)NCc1cnccn1 | 7%[176 µM] |
| COCCN1C(=O)CCc2cc(NC(=O)COC)ccc21 | 25% |
| Cc1ccc(C2=NC3(CCN(C(=O)c4cccc(C)c4)CC3)ON2)cc1 | -7% |

(list continues)
SMILES	12-LOX inh
O=C1Nc2ccccc2CC12CCN2Cc1ccc(C(F)(F)F)cc1 (stereo unspecified)	18%
COc1cccc(C(=O)N2C[C@@H](CO)[C@H](c3nc(C4CC4)no3)C2)c1	-9%
S=C1NCN(CC2CC2)CN1	u
Cc1cnc(CN2CC3(CCC2=O)CCN(C(=O)[C@H]2C[C@@H]4C=C[C@H]2C4)CC3)cn1	-2%
Cc1cc(C)c(C#N)c(N2CCC3(CCC(=O)N(CC(C)O)C3)CC2)n1 (stereo unspecified)	86%[activator]
COc1cc(F)ccc1-c1ccnc2nc(C3CCCO3)nn12 (stereo unspecified)	27%
Cc1cccc(S(=O)(=O)N2CCc3c(C(=O)NC(C)C)cccc32)c1	4%
COc1ccc2[nH]c3c(c2c1)CCNC31CCN(C(=O)c2cc(C)[nH]n2)CC1	40%[activator]
Cc1cccc2nc(-c3ccccc3)c(-c3ccc(CN4CCC(c5nc6ccccc6[nH]5)CC4)cc3)nc12	u
O=C(c1ccccc1)N1CCN(C(=O)c2nnn3c2COC(c2ccc(Cl)cc2)C3)CC1 (stereo unspecified)	22%
Clc1ccc(-c2cnc([C@@H]3COCCN3)[nH]2)cc1	95%[activator][176 µM]
COc1ccc(C2Cn3nnc(-c4noc(-c5ccc(C)cc5)n4)c3CO2)cc1 (stereo unspecified)	8%
O=C(Cc1ccccc1)NC1CCN(c2cc(-c3ccccc3)[nH]n2)CC1	59%[activator]
O=C(COc1ccccc1)N1C[C@@H](F)[C@@H](OCc2nc3ncccc3[nH]2)C1	27%[176 µM]
Cc1nc(C)c(CC(=O)NC2CC(c3cc(=O)[nH]cn3)C2)s1 (stereo unspecified)	0%
NC1(C(=O)NCc2nc(-c3cccc(F)c3)c(-c3ccccn3)[nH]2)CCC1	37%[activator]
O=C(O)C1CCc2nnc(C3CCN(C(=O)c4cccc(Cl)c4)C3)n21 (stereo unspecified)	3%&-1%[6.33 µM]
O=C(NC1CC1)c1nc(-c2cccc(C(F)(F)F)c2)c2cnccn12	14%
CSCC(=O)N[C@H]1CCN2C(=O)c3cc(-c4ccsc4)ccc3NC(=O)[C@H]12	-29%[176 µM]
CCCCn1c(CN(C)C(C)c2ccccc2OC)cnc1S(=O)(=O)CC (stereo unspecified)	15%
O=C(NCc1cccnc1)c1ccc2nccn2c1	1%[176 µM]
COc1ccc(OCC2(C)COc3ccc(C(=O)N4CCN(C)C(=O)C4)cc3N2)cc1 (stereo unspecified)	4%[176 µM]
C=CCN1CCN(C(=O)[C@@]23CCCC[C@H]2N(CCC(C)C)C(=O)CC3)CC1	57%[activator]
CC(=O)N1C[C@H](NS(=O)(=O)c2ccc(C)c(Cl)c2)[C@@H](C2CC2)C1	8%
COc1ccc(-c2noc([C@@H]3CCCN3C(=O)Cc3ccc(F)cc3)n2)cc1OC	41%
CN(C)S(=O)(=O)N1CCCC(c2nnc(CN3CCCCC3)n2C)C1 (stereo unspecified)	-26%
Cn1nccc1C(=O)N1CCC(F)(c2nc(-c3ccccc3)no2)CC1	22%
CCCCc1c(-c2ccccc2OC)ncn1Cc1cc(F)ccc1F	-19%
COCCC(=O)N1CC[C@H]2COC(=O)N2c2cc(F)ccc2C1	10%[176 µM]
COC(=O)c1ccc(CN2C(=O)[C@@H]3C[C@@H](O)CN3C3(CN(C4CCN(C(C)=O)CC4)C3)C2=O)cc1	3%
COc1ccccc1Cc1nccc(C2(c3ccccc3Cl)CCNCC2)n1	u
CC1=C[C@@H](CNC2CC2)[C@H](C(C)C)C[C@H]1Cc1nnc(-c2ccc(C)cc2)o1	1%[176 µM]
CN1CCCN(C(=O)COc2ccc(Cl)cc2)c2ccccc21	4%
COCCN1CCCCCC(O)c2cc(C(=O)NCCc3nc4ccccc4n3C)ccc21 (stereo unspecified)	18%
O=C(Cc1ccc(F)cc1)N1CCC2(COc3ccncc3[S+](=O)([O-])N2)C1 (stereo unspecified)	3%[6.33 µM]
Cc1noc(-c2cn(C3CCN(C(=O)c4cccc(OC(F)(F)F)c4)CC3)nn2)n1	0%
O=C(NCC1CCCO1)c1cc2c(=O)[nH]c(-c3ccccc3)cn2n1 (stereo unspecified)	-3%
CCCC(=O)N1C[C@@H]2CCCN3CCC[C@@H]([C@H]23)[C@H]1CCCC(=O)N1CCOCC1	49%[activator]
COCCOCC(=O)N1CCC2(CC1)NCCc1c2[nH]c2ccccc12	37%[activator]
CN(C)c1cccc(C(=O)N2CCCC(N3CCN(c4ccc(F)cc4)CC3)C2)c1 (stereo unspecified)	-2%
COc1cc(CCC(=O)N(C)C2CCc3nn(CC4CC4)c(=O)n3CC2)on1 (stereo unspecified)	94%[activator]
CC(C)CCN1CCCC(COc2ccccc2C(=O)NC2CC2)C1 (stereo unspecified)	6%
CCc1ccc(-c2nc(C3CC(=O)N(c4ccc(Cl)cc4)C3)no2)cc1 (stereo unspecified)	4%
C[S+](=O)([O-])N1C2CCC1CN(c1ccc(C(F)(F)F)cc1)C2	14%[6.33 µM]
O=C(CN1CCCc2nc(-c3ccncc3)ncc2C1=O)NCCCN1CCOCC1	16%
N#Cc1ccc(C(=O)N2CC[C@@H](CC(=O)O)[C@@H](CC3=NCCc4ccccc43)C2)cc1	-5%[176 µM]
CC(=O)N1CCNc2cc(Nc3cccc(N(C)C)c3)ncc2C1	u
O=C(CC1COCCN1)NCCc1cnn(-c2ccccc2)c1 (stereo unspecified)	u
CC(C)(C(=O)N1CCc2[nH]nc(-c3ccc(F)c(F)c3)c2C1)n1cccc1	59%[activator]
COCCNC(=O)CCc1c(C)nn(-c2ccc(F)cc2)c1Oc1ccc(F)cc1F	27%
(listing goes on)
SMILES	12-LOX inh
COc1cc(F)ccc1-c1cc(-c2cn[nH]c2)c2cncn2c1	u
COCCn1c(=O)c2c(n1Cc1ccccc1)CN(Cc1cncc(OC)c1)CC2	-1%[176 µM]
O=C(C1CC1)N1CC(Oc2ccccc2-c2nc(-c3cnccn3)no2)C1	57%[activator]
CC(C)NC(=O)N1CCC[C@@H](O)[C@H](NC(=O)c2ccc(OCCN3CCCC3)cc2)C1	13%[176 µM]
COC(=O)CCN1CCSCCS1(=O)=O	u
COc1cccc(CN2CCOC3CCN(Cc4ccccc4O)CC3C2=O)c1 (stereo unspecified)	58%[activator][176 µM]
c1cncc(CN2CCc3c(sc4ncnc(N5CCCC5)c34)C2)c1	123%[activator]
COC(=O)[C@H](Cc1ccc(OC)cc1)NC(=O)[C@@H]1CN(C(=O)c2cccc(F)c2)CCN1C(=O)N1CCOCC1	10%
CCn1cc(S(=O)(=O)N2CCC(c3noc(-c4cccnc4)n3)C2)cn1 (stereo unspecified)	19%
O=C(CCc1nc2ccccc2s1)N1CCC(Cc2noc(C3CCOCC3)n2)C1 (stereo unspecified)	37%[activator]
O=C1CCN(C(=O)Nc2ccccc2)CCCCCCN1	44%[activator]
Cn1cccc1C(=O)N1C[C@@H](CO)[C@H](c2ccccn2)C1	-5%
Cn1cc(C(=O)N2CCC3(CC2)CC(=O)N(CCCc2ccccc2)C3)cn1	-3%
